# High-throughput results (PubChem)
# DRD3 agonist = activates the human D3 dopamine receptor; D3R DiscoveRx beta-arrestin cells, luminescence, 90 min; 0.58% of 410,000 active; P35462; max activation, %; in the data active = max activation above about 30%; note: 0% is about no effect; mostly tested at two doses, the higher about 12 µM
#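 Cells at 1500/well, incubated overnight, then treated with pinned compounds (dopamine as control) for 90 min at 37 degrees C. DiscoveRx reagent added for 30 - 60 minutes at room temperature; luminescence read.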
# PTHR1 ag = activates the human parathyroid hormone receptor PTHR1 | Potency, µM (doses to about 115 µM), for inactives: top-dose activation, actives largely listed as activators | Q03431 | 0.075% of 410,000 active | HEK293 GP2 PTHR1 cells, GloSensor cAMP luminescence, 1 h; note: potency is the fitted concentration of half-maximal effect; nearly all actives have a fitted effect of over 55% in size; some results filed as inactive show a strong effect at the top dose; inactives centre near -15; many of its hits are not listed in these tables
#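 HEK-293-derived GP2 cells expressing PTHR1 and a GloSensor cAMP reporter, 3,000/well, plated overnight, given luciferin plus IBMX (each 0.5 mM as added) for 1 h at 37 °C, then compound for 1 h at 37 °C. Luminescence was read after 15 min at room temperature.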
# EPAC2 agonist = EPAC2 (human) agonism | EPAC2 activation, biochemical qHTS; response scale: 100% = 6.5 mM cAMP response | Potency, µM (series often up to 154 µM), inactives show at the top dose activation, actives largely listed as activators | Q8WZA2 | 0.079% of 360,000 active; note: potency is the fitted concentration of half-maximal effect; nearly all actives have a fitted effect of over 50% in size
# Target sequence (Q8WZA2 whole entry, looked up): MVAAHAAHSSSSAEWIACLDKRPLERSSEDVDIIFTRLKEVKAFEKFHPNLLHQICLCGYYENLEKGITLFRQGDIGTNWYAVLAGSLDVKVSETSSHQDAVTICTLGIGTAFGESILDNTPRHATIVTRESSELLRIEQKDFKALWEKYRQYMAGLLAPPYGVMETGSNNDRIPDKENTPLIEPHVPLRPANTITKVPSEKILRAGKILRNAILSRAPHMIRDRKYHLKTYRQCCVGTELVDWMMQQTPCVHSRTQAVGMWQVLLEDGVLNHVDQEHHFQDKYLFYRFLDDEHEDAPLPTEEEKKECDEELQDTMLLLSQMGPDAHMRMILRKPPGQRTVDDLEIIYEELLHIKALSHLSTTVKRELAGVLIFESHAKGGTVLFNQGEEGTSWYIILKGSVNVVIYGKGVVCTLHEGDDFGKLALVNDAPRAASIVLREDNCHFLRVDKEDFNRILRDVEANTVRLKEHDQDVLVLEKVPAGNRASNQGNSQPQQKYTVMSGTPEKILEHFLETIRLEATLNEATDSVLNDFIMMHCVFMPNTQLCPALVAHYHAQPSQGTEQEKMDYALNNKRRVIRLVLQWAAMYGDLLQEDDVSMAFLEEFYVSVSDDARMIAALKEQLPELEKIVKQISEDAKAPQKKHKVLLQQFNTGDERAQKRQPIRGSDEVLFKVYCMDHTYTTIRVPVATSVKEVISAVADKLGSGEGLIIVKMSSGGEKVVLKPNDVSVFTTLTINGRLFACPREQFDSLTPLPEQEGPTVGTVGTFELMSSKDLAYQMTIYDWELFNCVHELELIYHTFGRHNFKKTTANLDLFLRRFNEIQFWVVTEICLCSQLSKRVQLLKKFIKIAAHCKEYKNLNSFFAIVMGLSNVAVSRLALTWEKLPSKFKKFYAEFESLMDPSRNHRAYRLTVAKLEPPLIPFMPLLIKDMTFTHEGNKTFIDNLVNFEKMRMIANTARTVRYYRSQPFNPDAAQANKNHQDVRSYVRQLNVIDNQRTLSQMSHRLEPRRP
#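 Setup: EPAC2 100 nM, labeled Rap1B complex 250 nM, free GDP 50 uM. Compound titrations pinned in, brief spin, 5 min room temperature incubation. Kinetic fluorescence read over 30 min, normalized to 6.5 mM cAMP.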
# DRD3 antagonist = antagonists of human D3 dopamine receptor | P35462 | D3R cells, DiscoveRx beta-arrestin luminescence, antagonist mode; stronger effect = lower value | max response, negative = inhibition, % | 2.5% of 360,000 active | AID 652054; in the data active = max response below about -50%; inconclusive = no clear call, values can overlap the other calls; note: % is set by controls: 0 for no effect and ±100 for the full control effect; mostly tested at two doses, the higher about 12 µM
#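 Cells plated overnight at 1500 cells/well, then exposed to library compounds with dopamine controls for 90 minutes at 37 degrees C. DiscoveRx reagent added for 30–60 minutes at room temperature; luminescence read, quantitative HTS format.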
# pAkt inh = Akt phosphorylation inhibition. AID 651550. activity change, % for hits at 50 µM. 0.32% of 360,000 active. Neuro2A IGF-stimulated pAkt S473 HTRF, 20 min; stronger effect = lower value; in the data active = activity change below about -80%; inconclusive = mostly about -51% to -80%; note: % is set by controls: 0 for no effect and ±100 for the full control effect
#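 Neuro2A cells (4,500/well, DMEM with 0.5% FBS) were treated with compound at a single 50 µM final concentration, stimulated with 6 nM IGF for 20 min at 37 °C, and lysed. Phospho-Akt Ser473 was read by HTRF as 665/615 ratio ×10^4.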
# EPAC2 antagonist = antagonists of human EPAC2 | 0.18% of 360,000 active | Potency, µM (highest dose often 114 µM), without a hit: at the top dose activity, negative = inhibition, most hits filed as inhibitors | Q8WZA2 | EPAC2 GEF exchange of Rap1B-BODIPY-GDP, fluorescence; note: potency is the fitted concentration of half-maximal effect; % is set by controls: 0 for no effect and ±100 for the full control effect; nearly all actives have a fitted effect of over 45% in size; many of its hits are not listed in these tables
# MmCpn inh = blocks the Methanococcus maripaludis chaperonin Mm-Cpn | purified Mm-Cpn ATPase, ADP Transcreener TR-FRET | Potency, µM (series often up to 76.9 µM), for inactives: at the top dose activity, negative = inhibition, most hits filed as inhibitors | 0.031% of 330,000 active | AID 504842; note: potency is the fitted concentration of half-maximal effect; % is set by controls: 0 for no effect and ±100 for the full control effect; nearly all actives have a fitted effect of over 80% in size
#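 Purified archaeal Mm-CPN (25nM final) preincubated 10 min at 37degC with compound, then 10uM ATP for 30 min at 37degC; ADP measured by HTRF Transcreener TR-FRET; buffer 30 mM TRIS pH 7.4, 100mM KCl, 5mM MgCl2, 1mM DTT.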
# CCT chaperon mod = changes cytosolic chaperonin activity; purified chaperonin ATPase assay, HTRF ADP detection, 30 min; activity change, % (no concentration beside the values), hits read low; 0.3% of 360,000 active; AID 651819; in the data active = activity change below about -30%; note: % is set by controls: 0 for no effect and ±100 for the full control effect
#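 Nucleotide hydrolysis assay: TRiC at 20–40 nM final (set by batch activity) with 10 uM ATP, 30 min at 37 °C, in presence of 76 uM compound. Detection by competitive ADP HTRF, 30 min ambient.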
# * marks the source's active call; other numbers are inactive results; i = inactive; ? = inconclusive; · = no result given; & = joins results of further samples; [ ] = remark or other dose. Unless noted, calls come from the whole dose curve; as a rule, active = well fitted curve in the direction sought with a large enough effect; inconclusive = small, poorly fitted or top-dose-only effect, or another doubt; inactive = no such curve, though single readings can be large; an effect the other way counts as inactive or inconclusive.
# Results follow in this order: DRD3 agonist	PTHR1 ag	EPAC2 agonist	DRD3 antagonist	pAkt inh	EPAC2 antagonist	MmCpn inh	CCT chaperon mod
- CCOC(CNc1c([N+](=O)[O-])c(=O)n(C)c(=O)n1C)OCC
 : -3	-24%	-1%	0	i	6%	2%	-1.3
- CC(C)NC(=O)CCn1nc(-c2ccc(Cl)cc2)c2ccccc2c1=O
 : -4	i	1%	0	i	-4%	-3%	-2.8
- CC(=NCCCNC1CCCCC1)C1=C(O)CC(C)(C)CC1=O
 : -12	0%[57.5 µM]	-12%	-11	i	1%	1%	-1.3
- O=C(NC1CCCC1)c1csc2c1CCCC2
 : -34	-41%[inhibitor]	16%	-13	i	2%	1%	0.0
- O=C(NCC1CC1)c1cc(-c2ccccc2)nn1CC1CC(c2cccc([N+](=O)[O-])c2)=NO1 (configuration not stated)
 : -23	i	1%	6	i	3%	·	-0.1
- COc1ccc(Cl)cc1-c1nc(SCC(=O)NC(C)C(C)C)n[nH]1 (configuration not stated)
 : 10	-6%	1%	4	i	7%	-2%	1.1
- O=C(Nc1ccccn1)Nc1ccccc1Cl
 : 2	-16%	-3%	16	i	26%	-2%	-0.1
- Nc1cc(N)nc(SCC(=O)Nc2ccccc2)n1
 : -4	-15%[57.5 µM]	-7%	-12	i	-1%	-1%	1.8
- CN(c1ccc(OCC(=O)OCC(=O)Nc2ccccc2)cc1)S(=O)(=O)c1ccc(F)cc1
 : -14	-11%	8%	26	i	1%	1%	0.5
- COc1ccccc1C1CC(=O)n2c(nc(-c3ccccc3)c2-c2ccccc2)S1 (configuration not stated)
 : -1	-26%	16%	-4	i	-5%	-3%	-1.5
- CC(C)CNc1nc(N)c([N+](=O)[O-])c(N2CCCCCC2)n1
 : 13	-32%[inhibitor]	13%	4	i	-26%	1%	-2.7
- CCOC(=O)Nc1sc2c(c1C#N)CCCC2
 : 4	i	15%	23	i	-7%	0%	1.1
- CC(C)CC[n+]1ccn(-c2nc3ccccc3nc2[N-]S(=O)(=O)c2ccc(Cl)cc2)c1
 : -6	i	7%	3	i	6%	2%	-1.9
- Cc1ccc(-c2csc(N3CCC[C@@H]3C(=O)NCCn3c(C(F)(F)F)nc4ccccc43)n2)cc1
 : -1	?	7%	52	i	-9%	-2%	-0.3
- CC1CCN(C(=O)COC(=O)c2ccccc2NCCO)CC1
 : 1	-11%	13%	8	i	7%	·	0.9
- COc1ccc(-c2sc(C(=O)c3ccc(Cl)cc3Cl)cc2CC(=O)O)cc1
 : 3	i	3%	38	i	-4%	50µM*	-1.5
- CCN(CC)CCCN(C(=O)c1ccco1)c1nc(-c2ccc(C)cc2)cs1
 : -17	?	9%	?	i	10%	-3%	-1.0
- O=C(CN1C(=O)NC2(CCOc3ccccc32)C1=O)N1CCCCC1 (configuration not stated)
 : -1	20%	4%	-10	i	-4%	0%	-2.1
- Cc1cc2ncc(-c3ccc(Cl)cc3)cn2n1
 : -8	-20%	-2%	-13	i	4%	1%	-7.1
- COc1ccccc1NC(=O)c1ccc(NS(C)(=O)=O)cc1
 : -2	i	3%	-12	i	-3%	1%	-2.8
- Cc1cccc(-c2noc(CN(C(=O)c3ccc4c(c3)OCO4)C(C)C)n2)c1
 : 2	-12%	1%	6	i	-4%	1%	-1.1
- COC(=O)c1cccc(S(=O)(=O)N2CCC(NC(=O)Nc3cccc(F)c3)CC2)c1
 : 6	i	-3%	?	i	-3%	0%	-3.9
- CCOC(=O)c1ccc(NCn2c(=O)oc3ccccc32)cc1
 : -3	-13%[57.5 µM]	14%	-12	i	1%	-1%	-2.4
- O=C1CCCN2N=C(SCC(=O)Nc3nc4ccccc4s3)SC2=N1
 : 3	-18%	0%	-5	i	-3%	2%	0.9
- CO[C@H]1[C@@H]2C=CO[C@@H](O[C@H]3O[C@@H](CO)[C@H](O)[C@@H](O)[C@@H]3O)[C@@H]2[C@@]2(CO)O[C@@H]12
 : 12	-15%	0%	31	i	-7%	2%	-2.3
- Cc1ccc(Cn2cnc3ccccc32)cc1C
 : 1	-17%	-5%	0	i	0%	2%	-1.9
- CCOC(=O)N1CCC(Nc2c(-c3ccc(C)cc3)c(=O)c2=O)CC1
 : -4	-10%	-1%	10	i	8%	0%	0.0
- COCCn1c(SCC(=O)NC2CCCCC2)nc2c(c1=O)SCC2
 : 11	i	0%	1	i	3%	-2%	-0.7
- COc1ccc(S(=O)(=O)N(CC(=O)NN=C2CCN(C)CC2)c2cc(Cl)ccc2OC)cc1OC
 : 4	-25%	8%	0	i	3%	-1%	-2.2
- CN(C)c1ccc(CNn2cnnc2SCc2ccccc2F)cc1
 : 3	-7%[57.5 µM]	-2%	-10	i	-1%	1%	-2.7
- CC1(C(=O)NCc2ccccc2)CN(S(C)(=O)=O)CC(=O)N1Cc1cccc(C(F)(F)F)c1 (configuration not stated)
 : -11	0%	9%	?	i	15%	·	·
- Cc1cccc(C(=O)O/N=C2\CCS(=O)(=O)c3sccc32)c1
 : 0	-28%[57.5 µM]	9%	4	i	-2%	2%	1.7
- COc1ccc(CN2CCCCCC2)cc1Br
 : -11	6%	1%	2	i	7%	-3%	-1.4
- NC(=O)CNC(=O)[C@@H]1CC2(CC(c3cccc([N+](=O)[O-])c3)=NO2)CN1C(=O)c1ccccc1 (some centres not stated)
 : -8	i	6%	-4	i	15%	0%	1.0
- Cn1cc(SCC(=O)NC2CCCCC2)c2ccccc21
 : -4	i	2%	-9	i	7%	1%	-1.6
- CCOC(=O)[C@]12CCC=C1N(Cc1ccco1)C(=O)[C@H](CC(=O)NCCc1ccccc1OC)C2
 : 2	-7%	12%	24	i	7%	·	1.4
- CN1CCN(CC(O)COCCOc2ccc(Br)cc2)CC1 (configuration not stated)
 : -5	i	-4%	-11	i	9%	-2%	-0.8
- CCc1c(C)nc2cc(-c3ccc(OC)cc3)[nH]n2c1=O
 : -1	-9%[57.5 µM]	-7%	12	i	7%[57.1 µM]	1%	-1.4
- CC1Cc2ccccc2N1CC(=O)Nc1ccc(Cl)c(S(=O)(=O)N(C)C)c1 (configuration not stated)
 : 10	-23%	8%	3	i	4%	-6%	2.2
- Cc1ccsc1CN(C)C(=O)c1ccc(Oc2ccccc2)cc1
 : -21	-1%	13%	?	i	-5%	1%	-0.8
- COc1c(F)c(F)c(C(=O)O)c(Nc2ccc(C)cc2C)c1F
 : 8	-17%	7%	2	i	-8%	-1%	-0.5
- CC(=O)Nc1ccc(NC(=O)Cn2ccc([N+](=O)[O-])n2)cc1
 : -9	i	9%	-25	i	1%	0%	0.5
- COc1ccc(C(=O)NC(C(=O)NCC2CCCO2)C(C)C)cc1 (configuration not stated)
 : 5	-2%	1%	6	i	6%	0%	-3.3
- COc1ccc(Cl)cc1NC(=O)C/C(C)=N/NC(=O)c1ccccc1Cl
 : -10	2%	5%	1	i	-2%	1%	0.1
- CCN(c1ccccc1)S(=O)(=O)c1cccc(C(=O)NCc2ccncc2)c1
 : 12	-10%	-3%	20	i	2%	2%	-0.4
- Cc1ccc(S(=O)(=O)Nc2ccccc2/C=N/c2nc3ccccc3n2C)cc1
 : 11	i	7%	-3	i	-1%	4%	-4.5
- CC(CC(=O)OCC(=O)NCc1ccc(Cl)cc1)c1ccccc1 (configuration not stated)
 : 3	i	-1%	4	i	-14%	0%	1.1
- C=CCNc1nc(N)c(C(=C(C#N)C#N)c2ccc(Br)cc2)s1
 : 1	-29%	11%	3	i	5%	-3%	-0.5
- CCC(C)NC(=O)C1CCN(S(=O)(=O)c2cccc3cccnc23)CC1 (configuration not stated)
 : 7	i	0%	0	i	-12%	-2%	-1.0
- COc1ccc(NC(=O)CCN2CCN(S(=O)(=O)c3cc(Cl)ccc3OC)CC2)cc1
 : 16	-33%[inhibitor]	9%	12	i	-4%	0%	-1.6
- O=C(Nc1nnc(-c2ccco2)o1)c1ccc(S(=O)(=O)N2CCOCC2)cc1
 : -5	i	1%	-9	i	-3%	0%	-2.1
- Cc1nc(=O)c(-c2ccccc2)c(C)n1-c1cccc(C(=O)O)c1
 : 1	-19%[57.5 µM]	-2%	17	i	0%	-4%	-3.4
- CC(=O)/C(=N\Nc1ccccc1)Oc1ccc([N+](=O)[O-])cc1
 : -4	i	10%	-10	i	-4%	0%	0.6
- Cc1ccccc1S(=O)(=O)NC(=O)C1(C)CCN1C(=O)c1cccc2ccccc12 (configuration not stated)
 : 2	-1%	-3%	-13	i	7%	·	0.3
- O=C(CSc1nnc(-c2cccnc2)n1Cc1ccco1)c1ccc2ccccc2c1
 : 7	-22%[57.5 µM]	16%	31	i	-5%[57.1 µM]	?	-0.8
- Cc1nn(-c2ccccn2)c2c1-c1nc(N3CCOCC3)ncc1CC2
 : 9	i	2%	58	i	-6%	?	-2.2
- COc1cccc(NC(=O)Cn2nnc(C(=O)NCc3ccc4c(c3)OCO4)c2N)c1
 : 7&5	-18%&-31%	0%	-9	i	-4%	2%	1.2
- Nc1nc(SCc2nc3sc4c(c3c(=O)[nH]2)CCCC4)n[nH]1
 : -3	-6%	5%	10	i	-5%	0%	0.1
- CNc1nc(-c2c(C)n(C)c3ccc(OC)cc23)cs1
 : 2	-21%	-3%	-5	i	1%	2%	0.1
- CN(NS(=O)(=O)c1ccc(F)cc1)c1ncc(C(F)(F)F)cc1Cl
 : 1	-1%	6%	-6	i	2%	3%	-1.7

# Further entries.
# Results follow in this order: DRD3 agonist	PTHR1 ag	EPAC2 agonist	DRD3 antagonist	pAkt inh	EPAC2 antagonist	MmCpn inh	CCT chaperon mod
- CN(C)Cc1ccccc1Sc1ccc2c(c1)CCCC2
 : -9	i	22%	-21	i	-17%	·	0.4
- CCOC(=O)C1=C(C)N(C)C(=S)NC1c1ccc(Cl)cc1Cl (configuration not stated)
 : -7	-85%[inhibitor]	6%	?	i	-23%	-2%	1.1
- CC(=O)Nc1ccc(S(=O)(=O)NC2(C(F)(F)F)NC(=O)N(C3CCCC3)C2=O)cc1 (configuration not stated)
 : 2	i	-5%	-13	i	10%	0%	2.3
- Cc1cccc[n+]1CC(=O)Nc1ccc([N+](=O)[O-])cc1Cl
 : 0	-68%	8%	-11	i	-7%	-1%	-3.2
- CCCCn1c(N)c(N(C)C(=O)C2CCCC2)c(=O)[nH]c1=O
 : 0	i	11%	4	i	12%	-1%	-2.0

# Only part of the results is shown. The share of hits here may be higher or lower than overall.
